# GDH-TPI counter: inhibits GDH-TPI coupling enzymes, artifact for Mtb FBA screen; GDH-TPI coupled enzyme counterscreen, NADH absorbance; inhibition, % at 4.8 µM; hit rate 1.2% among 360,000; in the data active = inhibition above about 30%;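 note: 0% = DMSO wells and 100% = wells lacking the enzyme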
# Mtb FBA inh: inhibits M. tuberculosis FBA enzyme. purified M. tuberculosis FBA, fluorescence read-out. hit rate 2.3% among 360,000. P9WQA3. inhibition, % at 1 µM; in the data active = inhibition above about 27%;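 note: 0% = vehicle and 100% = reference inhibitor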
# Target sequence (P9WQA3 whole entry, looked up): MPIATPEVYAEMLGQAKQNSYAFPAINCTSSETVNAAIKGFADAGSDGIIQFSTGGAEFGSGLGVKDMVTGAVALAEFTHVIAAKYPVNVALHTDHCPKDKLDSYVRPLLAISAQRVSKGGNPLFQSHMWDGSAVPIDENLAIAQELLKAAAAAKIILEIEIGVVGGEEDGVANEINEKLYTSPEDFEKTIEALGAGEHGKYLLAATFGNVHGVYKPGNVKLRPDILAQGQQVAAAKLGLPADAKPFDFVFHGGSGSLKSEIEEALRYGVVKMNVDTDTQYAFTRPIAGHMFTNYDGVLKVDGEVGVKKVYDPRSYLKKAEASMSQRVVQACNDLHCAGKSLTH
# VHR inh abs: blocks human VHR1 dual specificity phosphatase. recombinant VHR phosphatase, pNPP absorbance. inhibition, % at 13.3 µM. hit rate 0.52% among 290,000. AID 1654; in the data active = inhibition above about 50%; note: some compounds called inactive have numbers as strong as hits
# Target sequence (P51452 whole entry, looked up): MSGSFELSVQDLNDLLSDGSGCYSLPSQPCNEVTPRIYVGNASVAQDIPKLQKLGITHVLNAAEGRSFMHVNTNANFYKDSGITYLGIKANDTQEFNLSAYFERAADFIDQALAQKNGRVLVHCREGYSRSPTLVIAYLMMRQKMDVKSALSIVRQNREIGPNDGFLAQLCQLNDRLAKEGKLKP
# Vc quorum ag: quorum light induction in luxS cqsA deficient V. cholerae; V. cholerae BH1578 lux reporter, luminescence, 6 h; hit rate 0.16% among 350,000; activation, % at 18.7 µM; in the data active = activation mostly above about 9.7%, no sharp cut-off; note: not every result past the cut was called active; inactives centre near 0; reference of the scale not given here
# SARS 3CLpro inh: SARS-CoV 3CLpro protease inhibition; recombinant SARS-CoV 3CLpro, quenched FRET peptide cleavage; inhibition, % at 6 µM; hit rate 0.14% among 290,000; P0C6X7; in the data active = inhibition above about 12%
# Mtb BioA inh: BioA (M. tuberculosis) enzyme inhibition. hit rate 0.096% among 360,000. purified M. tuberculosis BioA enzyme, plate reader. AID 602481. inhibition, % at 9.99 µM; in the data active = inhibition above about 40%
# Mtb UGM inh: blocks M. tuberculosis UGM enzyme. hit rate 0.06% among 320,000. inhibition, % at 10 µM. AID 504406. P9WIQ1. purified UGM, fluorescence polarization probe displacement; in the data active = inhibition above about 10%, passing the limit was not always enough
# Rv3671c inh: inhibits the M. tuberculosis serine protease Rv3671c; inhibition, % at 5.96 µM; hit rate 0.048% among 320,000; AID 2606; in the data active = inhibition above about 38%;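 note: extracellular domain of Rv3671c used as enzyme; 0% = enzyme with DMSO and 100% = no enzyme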
# Target sequence (P9WHR9 whole entry, looked up, the tested form may be a part): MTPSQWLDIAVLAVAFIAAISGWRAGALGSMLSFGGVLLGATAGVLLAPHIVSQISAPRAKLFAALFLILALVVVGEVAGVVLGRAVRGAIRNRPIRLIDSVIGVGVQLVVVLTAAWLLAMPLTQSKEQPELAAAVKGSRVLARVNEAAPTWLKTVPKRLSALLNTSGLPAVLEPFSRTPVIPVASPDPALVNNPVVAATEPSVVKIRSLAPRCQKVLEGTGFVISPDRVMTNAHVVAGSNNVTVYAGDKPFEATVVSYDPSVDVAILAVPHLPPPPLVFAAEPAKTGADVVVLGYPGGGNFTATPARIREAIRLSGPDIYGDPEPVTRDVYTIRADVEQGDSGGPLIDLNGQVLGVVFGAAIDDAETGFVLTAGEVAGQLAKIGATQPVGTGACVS
# PriA SSB inh: blocks PriA binding to SSB C-terminal tail. AlphaScreen SSBct-PriA binding, biotinylated peptide. inhibition, % at 33 µM. hit rate 0.6% among 430,000; in the data active = inhibition mostly above about 37%, no sharp cut-off; inactive = mostly below about 20%;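 note: plate controls were negative control peptide for no effect and reference peptide for full effect; strong numbers were not always called active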
# MazEF act: increases E. coli MazEF RNase cleavage of RNA; P0AE70; FAM/BHQ RNA-DNA oligo cleavage fluorescence, 5 h; activation, % at 20 µM; hit rate 0.32% among 350,000; AID 504720; in the data active = activation above about 50%
# * marks the source's active call; other numbers are inactive results; i = inactive; / = not tested or not shown; & = joins results of further samples. Not all compounds are listed. The share of hits here may be higher or lower than overall.
smiles	GDH-TPI counter	Mtb FBA inh	VHR inh abs	Vc quorum ag	SARS 3CLpro inh	Mtb BioA inh	Mtb UGM inh	Rv3671c inh	PriA SSB inh	MazEF act
CCOC(=O)C1CCN(C(=O)CSc2cc(=O)n(CC)c3ccccc23)CC1	8	3	-5	0.1	-3	0.4	0.9	1	-15	4
O=C1NC(Cc2ccccc2)c2nc3ccc(F)cc3c(=O)n2-c2ncccc21 (configuration not stated)	7	-1	/	-0.1	/	0.2	/	/	/	4
CC1CCCC(NC(=O)C2CCN(S(=O)(=O)N3CCC4(CC3)OCCO4)CC2)C1C (configuration not stated)	2	-1	11	i	2	-0.8	1.4	2	-4	5
CS(=O)(=O)N1CCN(C(=O)Cc2ccc([N+](=O)[O-])cc2)CC1	6	0	28	0.3	7	-0.3	-2.3	-6	-9	3
Cc1cc(F)ccc1-c1cc(C(=O)NCC2CCCCC2)[nH]n1	8	-1	/	-0.4	/	-1.4	/	/	/	/
OCc1ccccc1OCCOc1ccc(Cl)c2cccnc12	-4	4	22	i	3	0.6	-0.3	-7	1	16
Cc1ccc(S(=O)(=O)NNC(=O)c2sc(NS(=O)(=O)c3ccccc3)nc2C)cc1	6	1	-9	0.0	-5	-0.8	-1.3	-10	-6	9
CCC(C)NC(=O)C1CCN(S(=O)(=O)c2ccc3[nH]c(=O)ccc3c2)CC1 (configuration not stated)	14	5	2	-0.2	-6	-2.5	1.1	-1	-7	8
CCc1sc(C(=O)NC)cc1Br	4	1	11	-0.2	-2	/	0.8	-5	-10	5
CC(C)(C)C(=O)Nc1ccccc1C(=O)NCCCn1ccnc1	-5	0	22	-0.3	4	/	1.0	2	51*	5
COC(=O)[C@]1(Cc2ccccc2)N[C@H](CN(C)C(=O)Nc2ccc(Cl)cc2)[C@@H]2C(=O)N(Cc3ccccc3)C(=O)[C@@H]21	3	-1	/	i	/	-2.4	-2.3	0	2	-27
COc1cccc2sc(/N=C/N(C)C)nc12	7	2	33	-0.2	-3	1.1	3.2	-5	/	5
CN(C)S(=O)(=O)c1cccc(NC(=O)c2cc(=O)[nH]c3ccccc23)c1	3	2	21	0.5	3	/	0.5	-4	-15	0
CC(=O)c1ccc(Nc2nc(C(N)Cc3ccc(Cl)cc3)cs2)cc1 (configuration not stated)	19	3	/	i	/	-1.8	/	/	/	/
CCc1sc(C(=O)Nc2nc(C)cs2)cc1C	13	-3	39	-0.1	2	-1.8	/	/	-2	9
COc1ccc(NC(=O)C2CCCN2S(=O)(=O)c2ccc3c(c2)CC(C)N3C(C)=O)cc1OC (configuration not stated)	2	-2	48	2.8	-4	-0.1	-1.0	-2	0	0
Cc1ccc2[nH]c(=O)c(C(c3nnnn3Cc3ccccc3)N3CCc4ccccc43)cc2c1 (configuration not stated)	8	1	6	-0.3	1	/	1.1	-11	10	-16
O=C(COC(=O)c1ccc(-c2nnc(-c3ccccc3)o2)cc1)c1ccccc1	-6	-8	0	3.6	1	-1.0	0.2	1	-12	-19
O=c1c2ccccc2nc2ccc(NCc3cccs3)nn12	3	8	25	i	1	/	-1.9	5	-1	9
Cc1nn(C)c(Cl)c1CN1CCCC(CCC(=O)NCc2ccccc2F)C1 (configuration not stated)	0	3	14	i	-4	/	-1.6	-3	-15	3

# A different layout for some results above:
> CC(=O)c1ccc(Nc2nc(C(N)Cc3ccc(Cl)cc3)cs2)cc1 (configuration not stated)
  GDH-TPI counter: 19 | Mtb FBA inh: 3 | VHR inh abs: / | Vc quorum ag: i | SARS 3CLpro inh: / | Mtb BioA inh: -1.8 | Mtb UGM inh: / | Rv3671c inh: / | PriA SSB inh: / | MazEF act: /
> CCc1sc(C(=O)NC)cc1Br
  GDH-TPI counter: 4 | Mtb FBA inh: 1 | VHR inh abs: 11 | Vc quorum ag: -0.2 | SARS 3CLpro inh: -2 | Mtb BioA inh: / | Mtb UGM inh: 0.8 | Rv3671c inh: -5 | PriA SSB inh: -10 | MazEF act: 5
> CCc1sc(C(=O)Nc2nc(C)cs2)cc1C
  GDH-TPI counter: 13 | Mtb FBA inh: -3 | VHR inh abs: 39 | Vc quorum ag: -0.1 | SARS 3CLpro inh: 2 | Mtb BioA inh: -1.8 | Mtb UGM inh: / | Rv3671c inh: / | PriA SSB inh: -2 | MazEF act: 9
> COc1ccc(NC(=O)C2CCCN2S(=O)(=O)c2ccc3c(c2)CC(C)N3C(C)=O)cc1OC (configuration not stated)
  GDH-TPI counter: 2 | Mtb FBA inh: -2 | VHR inh abs: 48 | Vc quorum ag: 2.8 | SARS 3CLpro inh: -4 | Mtb BioA inh: -0.1 | Mtb UGM inh: -1.0 | Rv3671c inh: -2 | PriA SSB inh: 0 | MazEF act: 0

# Next section:
smiles	GDH-TPI counter	Mtb FBA inh	VHR inh abs	Vc quorum ag	SARS 3CLpro inh	Mtb BioA inh	Mtb UGM inh	Rv3671c inh	PriA SSB inh	MazEF act
O=S(=O)(Nc1c(F)cccc1F)c1ccc(Cl)nc1	-1	1	/	-3.5	/	-1.7	-1.7	0	1	5
Cn1cc(/C=C(\NC(=O)c2ccccc2)C(=O)N2CCOCC2)c2ccccc21	24	-3	1	i	4	0.0	-0.5	-4	1	6
CCCC1OC23CCCCC2C(C#N)(C#N)C1(C#N)C(=N)O3 (configuration not stated)	-1	48*	-7	-0.1	-1	-7.6	2.3	4	0	16
O=C(NN1C(=O)c2ccccc2NC1c1ccc([N+](=O)[O-])o1)c1ccc(Br)cc1 (configuration not stated)	1	-1	8	i	3	/	-0.7	0	0	64*
COc1cc(S(=O)(=O)N2CCOCC2)ccc1NC(=O)COC(=O)c1cc(OC)c(OC)c(OC)c1	4	1	/	-0.6	/	0.3	-2.5	-12	8	2
COc1ccc(S(=O)(=O)N2CCCN(CC(=O)C(C)(C)C)CC2)cc1	9	4	19	-1.0	0	-1.6	4.3	-6	-13	6
Cc1coc2c1c(C)cc1oc(=O)c(CC(=O)NCC(=O)N[C@H](C(=O)O)C(C)C)c(C)c12	12	105*	14	-2.3	3	-1.8	1.0	7	-8	4
CC(C)CCNC(=O)C(=O)Nc1ccccc1	6	1	24	-0.1	1	1.1	-0.3	-4	1	-2
Cn1c(=O)n(C)c2cc([N+](=O)[O-])c(N3CCN(C(=O)c4ccc(Cl)cc4)CC3)cc21	8	3	4	1.7	2	/	-0.1	5	-4	-8
CCOC(=O)c1ccc(NC(=O)NC(C)C2CCCO2)cc1 (configuration not stated)	3	1	4	-12	-4	-0.8	-0.9	4	-22	1
NS(=O)(=O)c1ccc(CCNC(=O)CSc2ccc(Cl)cc2Cl)cc1	8	-1	23	-0.3	3	/	5.1	-3	1	63*
O=S(=O)(c1ccccc1)N1CCN(S(=O)(=O)N2CCCCC2)CC1	5	0	-1	0.0	0	-2.7	-2.7	-10	-3&-12	-11
COc1cc(C=O)ccc1OC(=O)c1ccncc1	16	-4	22	-0.2	2	/	2.4	-5	-1	-4
O=C1C=C(N2CCCCCC2)C(=O)N1c1ccc(Cl)cc1	9	-2	-24	i	1	-4.0	-3.8	/	0	-6
CCCCC(=O)NNC(=S)NC(=O)CCC	-1	-2	22	i	2	-1.5	1.1	1	-6	7
O=S(=O)(c1c(F)cccc1F)C1CCN(S(=O)(=O)c2ccc3c(c2)OCCO3)CC1	8	3	/	-0.4	/	-1.3	5.2	13	9	-2
CC(=O)c1ccccc1OC(=O)c1c(F)cccc1F	-3	1	20	-0.4	-1	/	-0.9	10	-13	1
O=C(O)c1ccccc1C(=O)NNc1ccc(Cl)cc1	4	2	10	-3.2	-2	1.5	-0.9	4	-3	2
CC1CCN(C(=O)c2ccc(COc3ccccc3Cl)o2)CC1	-1	2	-1	-1.0	1	1.0	4.8	1	-25	-2
Cc1ccc(N2C(=O)C3C(c4ccccc4)N4CCCN4C3(C)C2=O)cc1 (configuration not stated)	8	4	-2	i	1	/	-0.7	2	2	-4

# One compound at a time, from the list above:
# `CN(C)S(=O)(=O)c1cccc(NC(=O)c2cc(=O)[nH]c3ccccc23)c1` as listed: GDH-TPI counter = 3; Mtb FBA inh = 2; VHR inh abs = 21; Vc quorum ag = 0.5; SARS 3CLpro inh = 3; Mtb BioA inh = /; Mtb UGM inh = 0.5; Rv3671c inh = -4; PriA SSB inh = -15; MazEF act = 0
# `CCOC(=O)c1ccc(NC(=O)NC(C)C2CCCO2)cc1` (configuration not stated) as listed: GDH-TPI counter = 3; Mtb FBA inh = 1; VHR inh abs = 4; Vc quorum ag = -12; SARS 3CLpro inh = -4; Mtb BioA inh = -0.8; Mtb UGM inh = -0.9; Rv3671c inh = 4; PriA SSB inh = -22; MazEF act = 1

# The list goes on.
smiles	GDH-TPI counter	Mtb FBA inh	VHR inh abs	Vc quorum ag	SARS 3CLpro inh	Mtb BioA inh	Mtb UGM inh	Rv3671c inh	PriA SSB inh	MazEF act
Cc1nc2ccc(C(=O)N/N=C/c3cc([N+](=O)[O-])ccc3O)cc2[nH]1	23	-5	16	0.0	0	1.4	2.1	21	/	7
COc1ccccc1NC(=O)C1CCCN(S(=O)(=O)c2ccc3[nH]c(=O)ccc3c2)C1 (configuration not stated)	-14	0	33	-0.9	-1	-0.9	-6.3	-5	-15	1
COC(=O)c1cc(NC(=O)CN(c2ccc3c(c2)OCO3)S(C)(=O)=O)ccc1Cl	-3	0	-8	i	1	1.5	2.1	-7	-8	-3
Cc1cc(Nc2ccc(Cl)cc2)nc(NCc2ccccc2)n1	9	3	-1	i	5	1.0	-2.5	3	-6	22
COc1ccc(-c2ccc3oc(-c4ccsc4)cc(=O)c3c2)cc1F	-7	1	/	i	/	-1.9	-0.9	-4	8	-4
O=C(CNS(=O)(=O)c1ccccc1)N/N=C\c1ccc(Cl)cc1	10	-2	21	i	1	-1.2	-1.3	5	/	1
COc1ccc(S(=O)(=O)N2CCN(C3CCN(Cc4ccccc4)CC3)CC2)cc1	10	4	15	-1.1	-3	-1.5	1.4	0	3	-7
COc1ccc(S(=O)(=O)N2CCCCCC2)cc1C(=O)OCc1c(C)noc1C	-4	1	6	-2.9	-8	-0.2	2.8	2	-4	-6
OCC[C@@H]1C[C@@H](O)[C@H](O)[C@]2(CCc3ccccc3O2)O1	3	1	17	0.6	3	-2.2	0.2	1	-11	2
O=C(/C=C/c1ccc2c(c1)OCO2)NCc1ccncc1	8	13	6	-0.5	6	0.5	1.1	1	-10	0
Nc1nc(NCc2ccco2)nc(N2CCCC2)c1[N+](=O)[O-]	10	0	14	-0.3	7	/	0.6	4	-6	6
O=C(NC1CCCN(c2ccc(C(F)(F)F)cn2)C1)c1ccnc(Cl)c1 (configuration not stated)	2	0	21	-0.1	5	-1.4	-2.1	-7	-5	2
CCC(C)(O)c1[nH]c2ccc(C(=O)OC)cc2c1C (configuration not stated)	4	1	13	-0.5	-2	-1.3	0.6	-1	15	-11
CCCNC(=O)CCn1c(-c2ccc(C)cc2)cc(C(=O)OCC)c1C	1	-3	37	9.1	6	2.2	0.5	-3	0	2
CC(c1ccc2ccccc2c1)c1ccccc1C(=O)O (configuration not stated)	2	-2	/	-4.8	/	0.4	/	/	/	3
Cc1ccc(S(=O)(=O)NCC(=O)N(CC2CCCO2)C(C(=O)NC2CCCCC2)C(C)C)cc1 (configuration not stated)	-6	-2	14	-0.8	-2	-0.2	-3.3	-5	1	9
Cc1cc(-c2ccc(S(=O)(=O)N(C)Cc3ccccc3)cc2)on1	27	2	11	i	2	-4.6	-0.4	-14	-13	-6
COc1cc2nc(CN3CCN(S(=O)(=O)c4ccccc4[N+](=O)[O-])CC3)[nH]c(=O)c2cc1OC	-8	-1	/	-3.0	/	-0.7	/	/	/	8

# Source: PubChem (several laboratories)
